# Bioassay records as filed in PubChem.
# Spn PMK inh: S. pneumoniae PMK inhibition. purified PMK, PK/LDH-coupled NADH absorbance 340 nm. inhibition, % at 10 µM. hit rate 0.49% among 65,000. AID 539;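 active = top-ranked compounds by inhibition in the single 10 µM screen, taking a fixed number of the strongest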;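 also: 0% = full reaction with DMSO carrier and 100% = background rate without enzyme reaction; no value below 0 was filed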
# KRASV12 cytotoxicity: cytotoxicity in KRAS-transformed pancreatic duct cells, primary screen, cell-based, fluorescence, HTS (AID 431) | HPDE-C7K KRASV12 cells, Alamar Blue viability, 48 h; higher % means a stronger effect | one-dose cytotoxicity, % at 10 µM; EC50 in µM for titrated hits | hit rate 1.7% among 63,000;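 active = compounds whose percent cytotoxicity in the single-dose primary screen, scaled between solvent and toxic-drug controls, exceeds 50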;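 also: 0% = DMSO solvent wells and 100% = doxorubicin-treated wells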
# TNAP inhibition: human TNAP enzyme inhibitors, biochemical, luminescent (AID 518) | purified TNAP enzyme, luminescent substrate readout; higher % means a stronger effect | inhibition, % at 20 µM; hits with a dose series show IC50 in µM | hit rate 0.09% among 64,000; in the data active = a potency from the dose series; inactive = the rest, 99 in 100 with inhibition below about 22%;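 also: plate controls were vehicle for no effect and reference inhibitor for full effect; many of its hits are not listed in these tables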
# LYP inhibition: LYP phosphatase inhibitors, primary screen, biochemical, DiFMUP fluorescence, recombinant catalytic domain, 10 µM (AID 606) | recombinant LYP catalytic domain, DiFMUP fluorescence; higher % means a stronger effect | inhibition, % at 10 µM, or IC50 in µM where a hit was titrated | 52,000 tested, under 10 active;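 active = IC50 under 40 µM in the dose-response test; inactive = IC50 of 40 µM or more, or never dose-tested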
# HT1080 viability: cytotoxicity in HT1080 fibrosarcoma cells, cell-based, fluorescence readout (AID 620); HT1080 viability, fluorescence; higher % means a stronger effect; one-dose cytotoxicity, % at 10 µM; EC50 in µM for titrated hits; hit rate 0.42% among 87,000;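 also: cells exposed to compound overnight then 4 h with Alamar Blue; 0% = vehicle DMSO and 100% = killing control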
# Spn DPM-DC inh: inhibitors of Streptococcus pneumoniae diphosphomevalonate decarboxylase; hit rate 0.49% among 65,000; purified DPM-DC, PK/LDH coupled NADH fluorescence; calls only at 10 µM;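 active = the 320 compounds with the highest percent inhibition in the single-dose primary screen, excluding strongly autofluorescent ones, cut at about 32% in these data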;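 also: kinetic rate of NADH fluorescence loss reporting ADP formed by the decarboxylase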
# HPDE-C7 cytotoxicity: cytotoxicity in HPDE-C7 cells, cell-based, fluorescence, HTS (AID 430) | hit rate 1.8% among 63,000 | HPDE-C7 pancreatic duct cells viability, fluorescence; higher % means a stronger effect | one-dose cytotoxicity, % at 10 µM; EC50 in µM for titrated hits;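 also: cells exposed to compound for 48 hours before viability readout; 0% = vehicle and 100% = reference cytotoxic drug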
# Bfl-1 inhibitors: displacement of Bid BH3 peptide from Bfl-1 – biochemical, fluorescence polarization, FITC-Bid, mouse, primary screen (AID 432) | displacement, % at 20 µM; hits with a dose series show IC50 in µM | FITC-Bid BH3 peptide fluorescence polarization displacement; higher % means a stronger effect | hit rate 0.02% among 64,000; in the data active = a potency from the dose series; inactive = the rest, 99 in 100 with displacement below about 15%; also: strong numbers were not always called active
# Spn MK inh: inhibitors of Streptococcus pneumoniae mevalonate kinase; purified MK, PK/LDH-coupled NADH absorbance 340 nm; inhibition, % at 10 µM; hit rate 0.48% among 65,000; AID 555;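 active = ranked among the strongest by inhibition in the single 10 µM screen, a fixed top-ranked set picked for dose follow-up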; also: no value below 0 was filed
# Spn PMK inh pilot replicates: further read-out of Spn PMK inh, marked with its call; inhibition, %; measured here: pilot screen replicates
# Spn MK inh pilot replicates: second read-out of Spn MK inh, no call of its own (marks repeat the call); inhibition, %; measured here: pilot screen replicates
# Spn DPM-DC inh pilot screen %: further read-out of Spn DPM-DC inh, marked with its call; inhibition, %; measured here: pilot screen trials
# Numbers without * were called inactive; i = inactive; nt = not tested or not shown; + = active, no number. Rule as the data show it, unless noted: active = cytotoxicity above about 50%; inactive = the rest. No enrichment for hits. About 3.5% of those tested had a hit in this group.
SMILES,Spn PMK inh,KRASV12 cytotoxicity,TNAP inhibition,LYP inhibition,HT1080 viability,Spn DPM-DC inh,HPDE-C7 cytotoxicity,Bfl-1 inhibitors,Spn MK inh,others
Cc1ccc(N2C(=O)C(Cl)=C(NCCO)C2=O)c(C)c1,0.0,-11.8%,11.9%,4.6%,-7.1%,i,-18.6%,9.6%,8.0,
O=C(c1ccccc1Cl)N1CCN(c2ccccn2)CC1,0.0,-15.3%,3.1%,4.2%,-2.2%,i,5.0%,-8.3%,0.0,
Cn1c(CNc2ccc(Cl)cc2)nnc1SCc1ccccc1,6.0,-10.1%,9.8%,nt,2.6%,i,1.1%,-4.8%,10.0,
CCC1(CC)C(=O)C(C)(C)C(=O)OC1c1cccs1 (stereo not drawn),3.0,-3.4%,13.1%,-1.3%,0.7%,i,-18.8%,3.0%,10.0,Spn PMK inh pilot replicates=5.0;Spn MK inh pilot replicates=4.0;Spn DPM-DC inh pilot screen %=2.0
COc1ccc(CCNc2ncnc3nc[nH]c23)cc1OC,0.0,0.0%,17.8%,5.3%,8.4%,i,-0.2%,1.9%,3.0,
O=C1CCCN1CCCN1C(=O)N[C@@H](Cc2ccccc2)C1=O,11.0,-1.1%,12.8%,nt,-14.4%,i,2.2%,-4.4%,18.0,
N#CCc1nc(CSc2nc3ccccc3o2)cs1,9.0,-5.5%,-3.1%,-2.9%,-5.0%,i,-1.6%,0.5%,9.0,
O=C(CN1CCN(c2ccccc2F)CC1)c1ccc2cc[nH]c2c1,2.0,10.1%,12.4%,3.6%,4.7%,nt,14.0%,-2.2%,1.0,
CCOc1ccc2nc(Nc3nc4c(c(=O)[nH]3)CCC4)nc(C)c2c1,2.0,-4.9%,17.3%,1.0%,5.9%,i,-2.8%,34.9%,3.0,Spn PMK inh pilot replicates=1.0;Spn MK inh pilot replicates=0.0;Spn DPM-DC inh pilot screen %=0.0
CCSCCNC(=O)c1cncc(Br)c1,6.0,-1.9%,9.5%,12.4%,1.3%,i,-8.3%,3.0%,4.0,
COCCNC(=O)c1cc(-c2ccc(Cl)c(Cl)c2)on1,0.0,-9.5%,9.3%,11.1%,-5.6%,i,30.9%,-3.6%,3.0,
CC(C)c1nccn1S(=O)(=O)c1cc(Cl)ccc1Cl,10.0,10.8%,16.6%,7.2%,-0.2%,i,-7.9%,2.5%,5.0,Spn PMK inh pilot replicates=2.0;Spn MK inh pilot replicates=0.0;Spn DPM-DC inh pilot screen %=0.0
C/C(=N\O)C1/C(=N/O)CC2C1C2(C)C (stereo not drawn),0.0,-1.2%,7.6%,0.5%,nt,i,-4.3%,2.1%,0.0,
COc1cccc(/C=N\n2c(C)nnc2C)c1OC,0.0,-3.2%,3.0%,nt,-0.7%,+,1.7%,-7.0%,5.0,
c1cncc(-c2nn3c(Cn4nnc5ccccc54)nnc3s2)c1,9.0,-2.6%,7.4%,13.2%,-6.3%,i,-1.4%,6.5%,6.0,
COCCNC(=O)c1cc2sc3ccccc3c2s1,5.0,-1.4%,-5.3%,nt,3.7%,i,1.9%,-9.0%,5.0,
O=C(Nc1ccc2sccc2c1)c1ccc(Cl)s1,7.0,6.8%,-17.2%,15.2%,4.2%,i,7.5%,-5.4%,3.0,
O=S(=O)(NCCCO)c1ccc2c(c1)Cc1cc(S(=O)(=O)NCCCO)ccc1-2,14.0,-11.4%,10.0%,nt,-5.6%,i,-28.0%,-1.6%,11.0,
O=C(O)CCC(NS(=O)(=O)c1ccc(N2CCCC2=O)cc1)C(=O)O (stereo not drawn),11.0,3.1%,5.9%,nt,7.6%,i,0.9%,-0.6%,8.0,
CCOC(=O)C1=C(C)N(c2ccccc2)C(=O)C1CC(=O)O (stereo not drawn),14.0,-4.2%,12.1%,nt,3.7%,i,-3.8%,-0.5%,5.0,
O=C(C1CCCN1S(=O)(=O)c1ccc(Cl)cc1)N1CCOCC1 (stereo not drawn),1.0,0.3%,8.4%,nt,2.0%,i,0.6%,-6.2%,0.0,
Cc1ccc(NC(=O)c2cnn(-c3ccccc3)c2NC(=O)c2ccco2)cc1,14.0,8.4%,6.3%,-8.8%,15.4%,i,-15.2%,2.7%,15.0,
CCOc1ccc(N2CC(C(=O)Oc3ccccc3)CC2=O)cc1 (stereo not drawn),7.0,4.1%,2.4%,-13.6%,2.3%,i,-7.8%,-7.2%,4.0,
COc1ccc(N2CCN(C(=O)C34CCC(C)(C(=O)C3)C4(C)C)CC2)cc1 (stereo not drawn),8.0,-11.7%,5.1%,8.8%,10.3%,i,-10.7%,-4.9%,6.0,
CN1CCN(C(=O)c2cc(Cl)ccc2Cl)CC1,9.0,-19.5%,10.5%,15.1%,-1.6%,i,-15.4%,-0.3%,2.0,

# Next part; it opens with the five that closed the last part.
SMILES,Spn PMK inh,KRASV12 cytotoxicity,TNAP inhibition,LYP inhibition,HT1080 viability,Spn DPM-DC inh,HPDE-C7 cytotoxicity,Bfl-1 inhibitors,Spn MK inh,others
O=C(C1CCCN1S(=O)(=O)c1ccc(Cl)cc1)N1CCOCC1 (stereo not drawn),1.0,0.3%,8.4%,nt,2.0%,i,0.6%,-6.2%,0.0,
Cc1ccc(NC(=O)c2cnn(-c3ccccc3)c2NC(=O)c2ccco2)cc1,14.0,8.4%,6.3%,-8.8%,15.4%,i,-15.2%,2.7%,15.0,
CCOc1ccc(N2CC(C(=O)Oc3ccccc3)CC2=O)cc1 (stereo not drawn),7.0,4.1%,2.4%,-13.6%,2.3%,i,-7.8%,-7.2%,4.0,
COc1ccc(N2CCN(C(=O)C34CCC(C)(C(=O)C3)C4(C)C)CC2)cc1 (stereo not drawn),8.0,-11.7%,5.1%,8.8%,10.3%,i,-10.7%,-4.9%,6.0,
CN1CCN(C(=O)c2cc(Cl)ccc2Cl)CC1,9.0,-19.5%,10.5%,15.1%,-1.6%,i,-15.4%,-0.3%,2.0,
CCc1nnc(NC(=O)CCN2C(=O)c3ccccc3C2=O)s1,3.0,6.6%,10.6%,10.1%,11.7%,i,12.3%,-11.7%,10.0,
O=C(NCc1ccncc1)/C(=N/O)c1ccccc1,7.0,2.1%,9.2%,nt,-10.4%,i,-0.6%,0.3%,0.0,
O=C(Nc1ccccc1N1CCCCC1)c1ccc2nccnc2c1,11.0,4.3%,12.2%,nt,-25.3%,i,-17.2%,-11.8%,14.0,
COc1ccccc1NC(=O)C1C2C=CC(O2)C1C(=O)O (stereo not drawn),14.0,0.0%,10.9%,nt,-1.2%,i,2.0%,-3.8%,9.0,
Cc1cccc(/N=C/c2c(O)[nH]c3ccccc23)n1,0.0,16.2%,22.4%,13.9%,17.9%,i,11.3%,1.2%,10.0,
COC(=O)CSc1nnc(-c2ccc(S(=O)(=O)N3CCCCC3)cc2)o1,5.0,5.3%,7.2%,-2.8%,17.7%,i,-12.4%,-3.6%,4.0,
CC(C)CCn1c(N2CCN(c3cccc(Cl)c3)CC2)nc2c1c(=O)[nH]c(=O)n2C,8.0,9.6%,17.8%,5.3%,-11.8%,i,-13.6%,-6.1%,6.0,
CNC(=O)OCc1cccc(COC(=O)NC)n1,3.0,-8.3%,12.9%,2.0%,10.1%,i,-20.1%,-3.2%,4.0,
CCOC(=O)Nc1ccc(S(=O)(=O)Nc2cc(C)on2)cc1,0.0,-2.3%,3.8%,-5.1%,-5.0%,i,-1.6%,7.5%,7.0,
CCC(Oc1ccccc1)C(=O)Nc1nc2ccccc2[nH]1 (stereo not drawn),0.0,-30.3%,3.1%,2.0%,8.6%,i,-21.2%,-2.3%,1.0,
CCCCN(C(=O)NC(=O)Nc1ccccc1OCC)S(C)(=O)=O,5.0,13.4%,12.8%,-7.2%,-2.1%,i,9.7%,-4.9%,5.0,
CC(=O)c1ccc(OC(=O)c2ccc(Br)o2)cc1,6.0,-3.3%,7.3%,3.3%,-4.3%,i,-0.5%,-4.6%,1.0,
CCOC(=O)c1c(C)c(C(=O)NCC2CCCO2)c(C)n1CC (stereo not drawn),1.0,-7.2%,5.7%,3.6%,16.5%,i,-11.7%,2.3%,2.0,
O=C1CC(c2ccco2)CC(O)=C1C=NCCN1CCN(C2CC(=O)N(c3ccccc3)C2=O)CC1 (stereo not drawn),2.0,1.7%,10.3%,-9.3%,-2.5%,i,-5.2%,-0.4%,0.0,
CN1CCN(S(=O)(=O)c2ccc(Br)s2)CC1,9.0,-11.9%,10.3%,nt,4.7%,i,-6.8%,-5.9%,9.0,
COc1ccc(NC(=O)CSc2nnc(CNC(=O)c3ccco3)o2)c(OC)c1,12.0,0.6%,8.8%,16.6%,nt,i,-0.9%,-0.3%,2.0,
COc1ccc(N2CCN(CCCNC(=O)c3cc4sccc4n3C)CC2)cc1,12.0,0.3%,1.4%,-16.6%,-2.8%,i,-3.2%,2.4%,7.0,
Cc1nc(N)c(C#N)c(-c2cccnc2)c1C,11.0,-6.0%,7.6%,-1.3%,31.5%,i,4.0%,-0.3%,2.0,Spn PMK inh pilot replicates=0.0;Spn MK inh pilot replicates=2.0;Spn DPM-DC inh pilot screen %=5.5
CCOC(=O)NCc1ccc(Cl)c(Cl)c1,5.0,4.7%,7.6%,-1.1%,-5.5%,i,-8.2%,-1.5%,13.0,
Cc1ccc(C(=O)Nc2ccccc2C(=O)NC2CCCCC2)cc1S(=O)(=O)N1CCOCC1,0.0,7.0%,5.1%,8.1%,-6.3%,i,11.5%,-9.2%,7.0,
O=C(Nc1c2c(nn1-c1ccc(F)cc1)CS(=O)C2)C12CC3CC(CC(C3)C1)C2 (stereo not drawn),15.0,3.3%,8.4%,14.0%,5.8%,i,-6.5%,-6.1%,6.0,
C=C(C)C1Cc2c(C)nn(-c3nc(C)cc(C)n3)c2C1 (stereo not drawn),9.0,-7.8%,13.6%,3.1%,-19.9%,i,-37.6%,-4.3%,0.0,Spn PMK inh pilot replicates=2.5;Spn MK inh pilot replicates=0.0;Spn DPM-DC inh pilot screen %=3.5
CN1CC[n+]2c(CN3C(=O)c4ccccc4C3=O)csc21,10.0,-2.7%,6.3%,nt,15.5%,i,-7.8%,1.4%,11.0,
Cc1ccccc1NC(=O)CN(c1ccc(F)cc1)S(C)(=O)=O,10.0,-5.0%,5.2%,3.2%,-1.1%,i,-7.7%,-3.0%,1.0,
COc1ccc(CNC(=O)CN(C(=O)CCC(=O)Nc2ccccn2)c2ccccc2OC)cc1,10.0,1.6%,1.9%,4.4%,-11.3%,i,0.6%,1.9%,0.0,
Cn1c(=O)c2c(nc(SCCN3CCOCC3)n2Cc2ccc(F)cc2)n(C)c1=O,8.0,6.5%,5.7%,1.6%,-0.5%,i,3.9%,1.1%,0.0,
O=C(CCc1nc(-c2ccccc2F)no1)NC1CCCCC1,6.0,-11.7%,5.7%,10.7%,-1.8%,i,-7.9%,-3.0%,4.0,
COc1cccc(-c2nc(-c3ccccn3)no2)c1OC,6.0,-14.3%,-0.3%,nt,-4.4%,i,-12.8%,-1.2%,2.0,
